Screens as filed in PubChem BioAssay.
HTRA1 inhibitor – HTRA1 serine protease inhibitors, primary screen, biochemical, fluorescence polarization, HTS. Q92743. recombinant HTRA1, FP-rhodamine activity-based probe. inhibition, % at 5.96 µM. actives 0.5% (n = 340,000). AID 504803, 2011; in the data active = inhibition above about 36%;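 note: 0% = enzyme with DMSO and 100% = wells lacking enzyme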
PG9 binder – binders of HIV-1 gp120 antibody PG9, primary screen, biochemical, TR-FRET; actives 0.43% (n = 360,000); TR-FRET gp120-PG9 antibody binding; HIV-1 gp120 / PG9 antibody interaction; AID 624416, 2012; inhibition, % at 6.7 µM; in the data active = inhibition above about 8.5%
ABHD4 inh – ABHD4 inhibitors, primary screen, biochemical, fluorescence polarization, mouse | (Lyso)-N-acylphosphatidylethanolamine lipase (Mus musculus), Q8VD66 | purified mABHD4, FP-Rh probe fluorescence polarization | inhibition, % at 8.92 µM | actives 0.54% (n = 370,000);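 active = inhibition exceeding the mean over every tested compound plus 3 SD, cut at about 30% in these data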;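 note: 0% = plate median of compound wells and 100% = S159A mutant with DMSO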
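Assay system: mABHD4 protein; medium: HEPES pH 7.0, NaCl, Pluronic buffer; dosing: 8.92 µM, single dose; schedule: 45 min + 60 min at 25 °C; signal: FP readout, ex 525 nm / em 598 nm; read-out: normalized percent inhibition of probe labeling; repeats: single replicate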
UHRF1 binding – UHRF1 methylated DNA binding inhibitors, primary screen, counter-screen for MBD2 inhibitor project, biochemical, TR-FRET, human UHRF1, single concentration | UHRF1 binding to methylated oligo | inhibition, % at 4.4 µM | actives 0.75% (n = 370,000) | AID 687016, 2013; in the data active = inhibition above about 21%;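 note: UHRF1 SRA domain binding a hemimethylated CpG hairpin DNA probe; 0% = median of test compound wells and 100% = reference inhibitor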
TCR CD3 inh – inhibitors of human TCR-CD3 interaction, primary screen, biochemical, fluorescence, TAMRA-labeled TCR probe. T-cell receptor (TCR). actives 0.37% (n = 360,000). inhibition, % at 9.4 µM; in the data active = inhibition above about 19%;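 note: recombinant mutant TCR 2C K166C tagged with TAMRA read by polarization; 0% = receptor in buffer alone and 100% = receptor with positive control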
LEDGF integ inh – blockers of LEDGF/p75-dependent integrase strand transfer – biochemical, TR-FRET, high throughput, primary screen; AID 743269, 2014; TR-FRET IN-LEDGF/p75 DNA integration, Eu/Cy5; inhibition, % at 3.7 µM; HIV-1 integrase (with human LEDGF/p75); actives 0.64% (n = 370,000);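 active = inhibition above the screen-wide mean plus 3 SD, cut at about 13% in these data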;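 note: signal is the Cy5 over europium emission ratio at 671 and 618 nm; 0% = plate median of compound wells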
rCAG RNA binder – binders of r(CAG) RNA repeats, primary screen, biochemical, fluorescence; actives 1.3% (n = 370,000); inhibition, % at 3 µM; AID 651821, 2012; r(CAG) RNA repeat, TO-PRO-1 dye displacement fluorescence;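 active = inhibition above the plate cutoff, the mean of all test compounds on that plate plus 3 SD, cut at about 35% in these data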;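 note: 0% = DMSO alone and 100% = 100 µM mitoxantrone as full dye displacement; higher means more dye released from RNA so lower well fluorescence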
MBD2 DNA inh – inhibitors of MBD2 binding to methylated DNA, primary screen, biochemical, TR-FRET, DNA-binding domain, human; actives 0.31% (n = 370,000); Methyl-CpG-binding domain protein 2 (Homo sapiens), Q9UBB5; MBD2 binding to methylated oligonucleotide; inhibition, % at 4.4 µM; in the data active = inhibition above about 13%
Target sequence (Q9UBB5 whole entry, looked up, the tested form may be a part): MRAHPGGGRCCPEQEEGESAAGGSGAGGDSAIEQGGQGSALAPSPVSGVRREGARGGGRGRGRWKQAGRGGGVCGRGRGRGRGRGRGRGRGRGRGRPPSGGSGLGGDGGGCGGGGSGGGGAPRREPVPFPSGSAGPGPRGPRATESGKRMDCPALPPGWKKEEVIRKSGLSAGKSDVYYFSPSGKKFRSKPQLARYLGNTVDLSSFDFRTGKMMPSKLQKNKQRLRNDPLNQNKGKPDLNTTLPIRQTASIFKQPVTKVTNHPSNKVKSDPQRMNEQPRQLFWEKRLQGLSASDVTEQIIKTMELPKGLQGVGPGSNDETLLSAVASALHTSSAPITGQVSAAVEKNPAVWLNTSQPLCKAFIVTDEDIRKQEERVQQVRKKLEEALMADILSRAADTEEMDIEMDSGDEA
NR1D1 modulator – modulators of Rev-erb alpha DNA binding, primary screen, biochemical, FITC-DNA, fluorescence polarization, uHTS. Nuclear receptor subfamily 1 group D member 1 (Homo sapiens), P20393. Rev-erbα–FITC-DNA binding, 90 min. activity, % at 10 µM. actives 0.79% (n = 370,000);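 active = activity above about 14%, limit read from the data; passing the limit was not always enough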;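 note: 0% = DMSO wells with 35 nM protein and 100% = DMSO wells with 750 nM protein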
Target sequence (P20393 whole entry, looked up): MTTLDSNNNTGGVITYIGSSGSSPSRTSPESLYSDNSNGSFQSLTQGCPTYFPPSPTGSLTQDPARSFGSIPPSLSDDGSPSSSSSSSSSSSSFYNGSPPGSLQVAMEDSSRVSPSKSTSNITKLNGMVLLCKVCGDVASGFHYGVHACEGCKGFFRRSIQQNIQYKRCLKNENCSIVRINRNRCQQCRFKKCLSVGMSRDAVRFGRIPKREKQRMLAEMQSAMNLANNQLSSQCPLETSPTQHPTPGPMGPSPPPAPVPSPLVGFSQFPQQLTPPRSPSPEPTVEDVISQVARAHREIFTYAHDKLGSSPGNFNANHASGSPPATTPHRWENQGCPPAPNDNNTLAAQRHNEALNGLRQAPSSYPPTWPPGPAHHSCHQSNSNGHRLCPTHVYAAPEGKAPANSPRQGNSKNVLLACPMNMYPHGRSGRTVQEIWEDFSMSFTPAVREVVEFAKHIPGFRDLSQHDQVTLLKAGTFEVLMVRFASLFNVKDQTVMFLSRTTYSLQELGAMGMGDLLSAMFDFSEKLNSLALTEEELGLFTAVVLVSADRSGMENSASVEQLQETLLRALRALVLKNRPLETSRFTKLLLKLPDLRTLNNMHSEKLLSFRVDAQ
PRMT1 inh – PRMT1 methyltransferase inhibitors, primary screen, biochemical, fluorescence polarization. Protein arginine N-methyltransferase 1 (Homo sapiens), Q99873. inhibition, % at 2.79 µM. AID 652257, 2013. actives 1.3% (n = 370,000). recombinant PRMT1, activity-based probe fluorescence polarization;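 active = inhibition above about 21% made by adding two undisclosed values, limit read from the data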
Numbers without * were called inactive; x = not tested or not shown. These rows are one share of the data (hit frequency here may not be typical).

The first four compounds as a preview:
canonical_smiles,HTRA1 inhibitor,PG9 binder,ABHD4 inh,UHRF1 binding,TCR CD3 inh,LEDGF integ inh,rCAG RNA binder,MBD2 DNA inh,NR1D1 modulator,PRMT1 inh
O=C(C1CCC1)N1CCC(c2nc3c(nnn3Cc3c(F)cccc3Cl)c(=O)[nH]2)CC1,-9,0.7,-1,-1,0,-1,-4,-3,-2,3
CC1(c2ccccc2)CC(c2ccccc2)=Nc2nonc2N1 (stereo not drawn),-12,-0.8,-4,-3,1,-3,-1,-1,9,-1
CCOC(=O)CN(C(=O)Cn1nnc2ccccc21)C(C(=O)NCCOC)c1ccccc1C (stereo not drawn),-3,1.2,-1,-3,-2,-5,1,2,-2,0
CCN(CCCNC(=O)C1CCN(S(=O)(=O)N2CCC3(CC2)OCCO3)CC1)c1ccccc1,6,-4.2,0,-3,-6,-2,-5,0,-2,1

The listing, repeating the preview:
canonical_smiles,HTRA1 inhibitor,PG9 binder,ABHD4 inh,UHRF1 binding,TCR CD3 inh,LEDGF integ inh,rCAG RNA binder,MBD2 DNA inh,NR1D1 modulator,PRMT1 inh
O=C(C1CCC1)N1CCC(c2nc3c(nnn3Cc3c(F)cccc3Cl)c(=O)[nH]2)CC1,-9,0.7,-1,-1,0,-1,-4,-3,-2,3
CC1(c2ccccc2)CC(c2ccccc2)=Nc2nonc2N1 (stereo not drawn),-12,-0.8,-4,-3,1,-3,-1,-1,9,-1
CCOC(=O)CN(C(=O)Cn1nnc2ccccc21)C(C(=O)NCCOC)c1ccccc1C (stereo not drawn),-3,1.2,-1,-3,-2,-5,1,2,-2,0
CCN(CCCNC(=O)C1CCN(S(=O)(=O)N2CCC3(CC2)OCCO3)CC1)c1ccccc1,6,-4.2,0,-3,-6,-2,-5,0,-2,1
Cc1ccc(Cn2cnc3c(cnn3-c3ccc(F)cc3)c2=O)cc1,-1,-2.4,-2,0,2,-3,-2,2,2,-3
Cc1cc(C)nc(N2CCC(C(=O)Nc3ccc4c(c3)OCO4)CC2)n1,4,-1.9,0,8,-4,4,-1,2,8,-1
COc1cc(C(=O)NCCOc2ccccc2)cc(OC)c1OC,0,-2.3,-13,7,0,1,-4,4,-2,10
C=CCN1C(=O)/C(=C/C(=O)OC)S/C1=N\NC(=O)c1ccccc1,x,-1.4,2,4,2,4,-4,0,-4,-2
CC(C)(C)S(=O)(=O)N1C[C@H]2C(=C(CCO)C[C@H]3C(=O)N(c4ccccc4)C(=O)[C@H]32)[C@@H]1CCO,x,0.4,-7,8,-3,6,-1,10,3,1
CC(=O)c1cc(CN2C(=O)CCC2=O)cs1,-4,-1.4,0,8,2,-3,-2,-1,-5,2
O=C(OCC(=O)N1CCCc2ccccc21)c1cnc(Cl)c(Cl)c1,-4,-1.6,4,0,-2,-1,-6,1,5,0
CCOC(=O)N1CCN(C(=O)C[C@H]2C[C@@]3(C(=O)OC)C(=C[C@H](COCc4ccccc4)O[C@@H]3C)N(Cc3ccccc3)C2=O)CC1,x,x,-3,1,x,4,2,1,8,-6
COC(=O)C1=C(N)c2c(F)cccc2C1(C#N)c1ccccc1 (stereo not drawn),-9,0.5,4,-2,4,0,0,-5,5,0
c1ccc(-c2nc(NCCCn3ccnc3)c3ccccc3n2)cc1,-5,2.5,1,5,-1,2,0,3,6,-6
O=C1CCCC(=O)C1C(c1ccc(Cl)cc1)C1C(=O)CCCC1=O,6,2.1,4,-3,0,-1,0,3,3,1
Cc1nc2scc(C)n2c(=O)c1S(=O)(=O)N1CCN(c2ccccc2)CC1,-2,-2.2,-4,2,5,2,-1,2,4,-4
CC(=O)N1CCc2cc(S(=O)(=O)NCCCN3CCC(C)CC3)ccc21,4,-5.3,-5,0,0,3,0,-8,-1,-4
CCCc1ccc(-c2cc(NC(=O)Cc3c(C)[nH]c4ccccc34)ccc2Nc2cccnc2)cc1,x,1.1,25,-3,-3,3,13,3,5,-2
O=S(=O)(NC1CCCCC1N1CCCCC1)c1ccccc1 (stereo not drawn),5,-0.2,-1,3,0,3,-1,-2,6,-2
COc1cccc(-c2nc(CS(=O)(=O)CC(=O)NCCc3ccccc3)c(C)o2)c1,-11,-0.3,0,7,4,2,-6,2,4,-2
COCCn1c(C)cc(/C=C(\C#N)C(=O)OC(C)C(=O)Nc2ccc(NC(C)=O)cc2)c1C (stereo not drawn),-3,0.1,4,-2,2,-4,4,2,-2,-1
COc1cc(SC)ccc1C(=O)N1CCN(c2ccccc2F)CC1,-3,-0.8,-8,3,1,1,-4,10,-2,3
C[C@@H]1CN([C@H](C)CO)C(=O)CCCn2cc(nn2)CO[C@H]1CN(C)S(=O)(=O)c1ccc(-n2cccn2)cc1,2,-2.2,1,-1,-1,-2,2,0,-6,0
CCc1nnc(NC(=O)CSc2nnc(-c3ccoc3C)n2-c2ccccc2)s1,-12,0.1,5,-1,6,2,-5,0,1,1
CC/C(=N\NC(=O)c1c(C)nc2ccccn12)c1ccccc1,3,-0.6,-5,3,-1,-1,-4,2,-3,8
CC(C)Cc1cc(CN2CCC(CO)(Cc3cccc(C(F)(F)F)c3)CC2)[nH]n1,8,0.2,11,-2,1,2,-7,3,6,-2
CCOC(=O)C1CCNC(=O)C1=O (stereo not drawn),-1,1.9,2,0,-5,2,-1,-3,4,-4
Cc1cccc(N=Cc2c(O)cc(C)oc2=O)c1,-1,1.0,0,1,2,0,-3,-3,2,-1
O=C(CSc1nnc(-c2ccc(Cl)cc2)o1)N1CCOCC1,6,-4.8,8,-2,5,4,-1,-5,-4,0
COc1ccc(C(CNC(=O)c2cccc(S(=O)(=O)NCc3ccccc3)c2)N(C)C)cc1 (stereo not drawn),-2,-0.5,1,-3,3,4,-7,-5,0,-3

3 structures out of the list, ordered by formula weight, descending:
canonical_smiles,HTRA1 inhibitor,PG9 binder,ABHD4 inh,UHRF1 binding,TCR CD3 inh,LEDGF integ inh,rCAG RNA binder,MBD2 DNA inh,NR1D1 modulator,PRMT1 inh
CCN(CCCNC(=O)C1CCN(S(=O)(=O)N2CCC3(CC2)OCCO3)CC1)c1ccccc1,6,-4.2,0,-3,-6,-2,-5,0,-2,1
CCCc1ccc(-c2cc(NC(=O)Cc3c(C)[nH]c4ccccc34)ccc2Nc2cccnc2)cc1,x,1.1,25,-3,-3,3,13,3,5,-2
CC(C)Cc1cc(CN2CCC(CO)(Cc3cccc(C(F)(F)F)c3)CC2)[nH]n1,8,0.2,11,-2,1,2,-7,3,6,-2

Next section.
canonical_smiles,HTRA1 inhibitor,PG9 binder,ABHD4 inh,UHRF1 binding,TCR CD3 inh,LEDGF integ inh,rCAG RNA binder,MBD2 DNA inh,NR1D1 modulator,PRMT1 inh
CCOP(=O)(OCC)C(Nc1ccccc1)c1ccccc1C(F)(F)F (stereo not drawn),-4,0.8,-4,3,-3,1,-12,-3,5,8
CC(Oc1ccccc1F)C(=O)NNC(=O)c1ccc(-n2cncn2)c([N+](=O)[O-])c1 (stereo not drawn),5,0.0,4,1,2,3,-1,-5,-5,-4
COc1ccc(OCCCC(=O)OCC(=O)c2ccc3c(c2)NC(=O)CO3)cc1,0,-0.9,0,-2,3,3,0,1,4,-4
COc1ccccc1NC(=O)/C=C/c1ccc2c(c1)OCO2,-17,0.7,-4,-1,2,3,-3,-4,0,-3
O=c1cc(N2CCN(c3ccccc3)CC2)[nH]c(=O)n1-c1ccccc1Cl,1,0.0,2,1,1,-2,1,5,-4,0
COc1ccc(-c2nnc(NC(=O)C3CC3)o2)cc1,0,0.6,-9,-1,9,-2,0,-3,6,1
O=C(CSc1nnc2c(n1)[nH]c1ccccc12)OCc1ccccc1,10,-1.3,2,0,6,0,2,5,-2,-3
CCOC(=O)c1sc(-c2cccc(C(F)(F)F)c2)nc1O,3,-1.7,0,-3,-2,-4,1,0,6,4
COc1ccc(Cc2[nH]n3c(=O)cc(C(C)C)nc3c2-c2ccccc2)cc1,2,0.5,-1,4,-11,7,2,-3,-3,3
CC(C)c1[nH]nc2c1C(c1ccc(F)cc1)N(Cc1ccccc1)C2=O (stereo not drawn),x,-1.2,-6,-3,7,-11,2,0,-3,0
N#C/C(=C\c1ccccc1[N+](=O)[O-])C(=O)NC1CCCCC1,-9,-0.7,1,4,6,0,-19,-1,5,32*
COc1ccc(CCN2C(=O)CC(N3CCN(S(=O)(=O)c4ccccc4)CC3)C2=O)cc1OC (stereo not drawn),-1,-0.6,1,2,9,2,-4,-2,x,2
Oc1ccc(Oc2ccccc2F)c2cccnc12,x,x,3,11,x,6,x,0,6,-3
COc1ccc(C(=O)OCC(=O)NC2CCCCCCC2)cc1OC,-2,-1.9,4,2,0,27*,-2,1,3,-3
CC(SC1=NCCS1)C(=O)Nc1nnc(-c2ccc(Cl)cc2)s1 (stereo not drawn),1,1.8,6,-2,1,0,3,3,-1,5
Cc1ccnc(SCc2cc(=O)c(OC(=O)c3ccc(C#N)cc3)co2)n1,x,x,3,1,x,-4,x,-1,-8,10
Cn1c(=O)c2[nH]c(N=Nc3ccc(N)cc3N)nc2n(C)c1=O,7,-17,10,-9,5,0,1,-6,2,-6
COc1ccccc1-c1cn[nH]c1-c1ccc(OCC(=O)NN)cc1O,-39,-1.5,-14,2,-7,2,2,0,2,-1
CC1CCN(C(=O)c2nc[nH]c2C(=O)O[C@H](C)c2ccccc2)CC1,5,0.5,7,2,6,4,-8,-3,3,-2
O=[N+]([O-])c1cccnc1NCCNc1ncc(C(F)(F)F)cc1Cl,-12,-2.4,-1,4,2,0,5,-2,10,2
COCCCN(C(=O)c1ccccc1F)c1nc(-c2ccc(OC)cc2)cs1,-18,1.1,-16,0,-2,-1,-3,-5,-1,1
O=C(O)CC1(CC(=O)Nc2ccc3ccccc3n2)CCCCC1,x,0.0,-12,1,-7,-1,4,10,-1,5
Cc1nnsc1-c1c(C(=O)N2CCOCC2)c(C)nn1-c1ccccc1,-2,1.1,8,2,-5,-2,-1,5,-1,2

Fetched by structure from the list above, 3 records:
canonical_smiles,HTRA1 inhibitor,PG9 binder,ABHD4 inh,UHRF1 binding,TCR CD3 inh,LEDGF integ inh,rCAG RNA binder,MBD2 DNA inh,NR1D1 modulator,PRMT1 inh
COCCCN(C(=O)c1ccccc1F)c1nc(-c2ccc(OC)cc2)cs1,-18,1.1,-16,0,-2,-1,-3,-5,-1,1
CC1CCN(C(=O)c2nc[nH]c2C(=O)O[C@H](C)c2ccccc2)CC1,5,0.5,7,2,6,4,-8,-3,3,-2
O=[N+]([O-])c1cccnc1NCCNc1ncc(C(F)(F)F)cc1Cl,-12,-2.4,-1,4,2,0,5,-2,10,2
